Bioassay records (PubChem BioAssay)
KDM5B inhibitor: inhibitors of human KDM5B histone demethylase; Q9UGL1; Potency, µM (series often up to 57.7 µM), for inactives: at the highest dose activity change, negative = inhibition, usual class: inhibitors; actives 2.6% (n = 220,000); KDM5B demethylase, FDH-coupled NADH fluorescence (FDH is formaldehyde dehydrogenase); active = well fitted inhibition curve with a large enough effect; inconclusive = small, poorly fitted or top-dose-only effect; inactive = no such curve, though single readings can be large or run the other way; note: 0% is about no effect; nearly all actives have a fitted effect of over 70% in size
Target sequence (Q9UGL1 whole entry, looked up): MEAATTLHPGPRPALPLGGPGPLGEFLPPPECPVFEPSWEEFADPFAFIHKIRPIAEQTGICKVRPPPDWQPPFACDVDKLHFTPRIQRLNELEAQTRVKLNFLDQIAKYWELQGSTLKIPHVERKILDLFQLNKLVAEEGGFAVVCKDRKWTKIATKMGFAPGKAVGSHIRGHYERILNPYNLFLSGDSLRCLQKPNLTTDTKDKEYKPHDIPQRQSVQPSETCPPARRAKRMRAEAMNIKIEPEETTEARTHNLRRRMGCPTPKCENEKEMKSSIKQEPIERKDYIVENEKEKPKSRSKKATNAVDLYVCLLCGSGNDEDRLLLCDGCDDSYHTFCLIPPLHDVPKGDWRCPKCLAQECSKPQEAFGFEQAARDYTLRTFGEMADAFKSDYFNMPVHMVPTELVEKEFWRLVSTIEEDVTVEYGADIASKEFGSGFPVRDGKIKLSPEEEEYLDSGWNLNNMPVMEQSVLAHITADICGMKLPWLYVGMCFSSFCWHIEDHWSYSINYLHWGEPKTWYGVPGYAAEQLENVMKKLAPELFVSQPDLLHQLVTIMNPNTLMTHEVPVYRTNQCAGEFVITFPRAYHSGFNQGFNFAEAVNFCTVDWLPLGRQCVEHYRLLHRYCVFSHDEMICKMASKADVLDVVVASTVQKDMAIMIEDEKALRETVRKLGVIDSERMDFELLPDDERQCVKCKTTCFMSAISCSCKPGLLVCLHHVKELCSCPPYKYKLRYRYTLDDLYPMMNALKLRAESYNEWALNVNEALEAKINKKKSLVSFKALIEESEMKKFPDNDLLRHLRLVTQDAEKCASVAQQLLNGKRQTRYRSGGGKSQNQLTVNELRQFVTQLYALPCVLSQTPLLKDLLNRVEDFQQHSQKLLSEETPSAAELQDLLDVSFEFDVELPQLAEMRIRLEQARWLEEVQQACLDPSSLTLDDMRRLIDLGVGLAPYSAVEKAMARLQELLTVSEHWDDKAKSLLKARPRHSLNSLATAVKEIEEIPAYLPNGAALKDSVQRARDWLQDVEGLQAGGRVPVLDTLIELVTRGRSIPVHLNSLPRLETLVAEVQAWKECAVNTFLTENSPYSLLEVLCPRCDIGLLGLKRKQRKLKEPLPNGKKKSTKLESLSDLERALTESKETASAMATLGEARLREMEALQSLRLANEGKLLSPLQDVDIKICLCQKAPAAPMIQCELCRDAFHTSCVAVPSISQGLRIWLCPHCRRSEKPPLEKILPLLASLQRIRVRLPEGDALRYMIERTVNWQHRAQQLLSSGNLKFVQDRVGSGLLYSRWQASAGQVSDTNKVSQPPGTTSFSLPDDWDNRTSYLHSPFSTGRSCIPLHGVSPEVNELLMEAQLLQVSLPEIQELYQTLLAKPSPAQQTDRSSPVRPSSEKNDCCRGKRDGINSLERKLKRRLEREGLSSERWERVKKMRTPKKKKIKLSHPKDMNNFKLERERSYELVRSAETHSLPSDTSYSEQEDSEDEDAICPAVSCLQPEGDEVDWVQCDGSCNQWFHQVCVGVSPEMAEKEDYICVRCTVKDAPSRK
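Coupled FDH/NAD⁺ fluorescence readout. KDM5BΔAP 200 nM final; compound titration, 10 min RT preincubation; substrate mix 12.5 µM H3K4me3, 25 µM 2-OG, 50 µM Fe(II), 100 µM ascorbate, 0.25 mM NAD⁺, 0.25 U/mL FDH; ΔRFU over 30 min.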
Starred values were filed as active, the others as inactive; i = inactive; ? = inconclusive; [ ] = another dose, or the depositor's remark. Potency is the fitted concentration of half-maximal effect. Some of the compounds tested; rates above refer to the full screens.

cpd | Compound | KDM5B inhibitor
1 | COc1ccc(C(=O)NC(=S)NNC(=O)c2c(-c3ccccc3)noc2C)cc1OC | ?
2 | Cc1cccc2c1-c1sc(C(=O)N(C)c3cccc(Cl)c3)cc1CO2 | ?
3 | O=C(CSc1nc2ccccc2n1Cc1ccc(F)cc1)N1CCN(c2ccc(F)cc2)CC1 | -2.4%
4 | CC(C)(C)CC(=O)N[C@@H]1C=C(C(=O)NCCC(N)=O)C[C@@H](O)[C@@H]1O | -19.1%[86.2 µM]
5 | CC(C)(C)c1nc2cc(NC(=O)Cn3cnc4ccccc4c3=O)ccc2o1 | -0.7%
6 | COc1ccc(CC(=O)Nc2ccc([C@@H](O)[C@H]3COCC(=O)N3CC(C)C)cc2)cc1 | -7.9%[86.2 µM]
7 | CC(C)(CC(=O)O)CC(=O)Nc1ccc(Oc2ccccc2)cc1 | 3.9%
8 | Cc1ccc(NC(=O)CN2C(=O)C(c3ccc(F)cc3)=NC23CCCCC3)c(C)c1 | -7.3%
9 | Cc1cc(C)c(C(=O)/C=C/c2ccco2)cc1C | ?
10 | COCc1cn2c(=O)n(C)cc(-c3ccc(OC)nc3)c2n1 | -17.5%[86.2 µM]
11 | CNC(=O)[C@@H]1CN(Cc2cccc(Cl)c2F)C[C@H]1CO | -3.2%
12 | c1ccc(NCC2CN(Cc3ccccn3)CC23CN(c2ccccc2)C3)cc1 (stereo unspecified) | -22.7%[86.2 µM]
13 | COc1ccc(N2CCN(C(=O)CCc3c(C)nc4cc(-c5ccc(Cl)cc5)nn4c3C)CC2)cc1 | -22.9%
14 | COc1ccc(OC)c(CCNc2nc3cc(OC)c(OC)cc3c3nc(-c4cccnc4)nn23)c1 | -16.9%
15 | CCc1ccc(NC(=O)C(C)Sc2cccc[n+]2[O-])cc1 (stereo unspecified) | 8.8%

Compounds shown so far containing sulfur, in the order listed:
cpd | Compound | KDM5B inhibitor
1 | COc1ccc(C(=O)NC(=S)NNC(=O)c2c(-c3ccccc3)noc2C)cc1OC | ?
2 | Cc1cccc2c1-c1sc(C(=O)N(C)c3cccc(Cl)c3)cc1CO2 | ?
3 | O=C(CSc1nc2ccccc2n1Cc1ccc(F)cc1)N1CCN(c2ccc(F)cc2)CC1 | -2.4%
15 | CCc1ccc(NC(=O)C(C)Sc2cccc[n+]2[O-])cc1 (stereo unspecified) | 8.8%

More records follow:
cpd | Compound | KDM5B inhibitor
16 | COc1ccc(CN2C[C@]3(C=C4CCCCC4n4c(=O)n(-c5ccccc5)c(=O)n43)N=C2NC(=O)c2ccccc2)c(OC)c1 (stereo partly specified) | 23.8%
17 | CCC(CC)NC(=O)COC(=O)c1cc(C)ccc1C | 16.6%
18 | Cc1nc2cc(NC(=O)COc3ccc(F)cc3)ccc2o1 | 21.7%
19 | Cc1ccc(OCC(=O)Nc2ccc3oc(C)nc3c2)cc1 | -19.0%
20 | CCCCN(C)c1ccc(-c2n[nH]c(=O)c3ccccc23)cc1[N+](=O)[O-] | 1.5%
21 | Cc1ccc(NC(=O)CSc2cn(CC(=O)N3CCCC3)c3ccccc23)cc1Cl | ?
22 | COc1ccc(NC(=O)c2oc3ccccc3c2NC(=O)Cc2coc3ccc(C)cc23)cc1 | 15.4%
23 | CN(C)c1ccc(CN2CC[C@@H]3[C@H]2C(=O)NC[C@H](CCC(=O)Nc2ccccc2)N3C)cc1 | 1.1%
24 | CCc1ccccc1N1CC(C(=O)Nc2cc(C)on2)CC1=O (stereo unspecified) | 20.4%
25 | COc1cc(-c2nc3c([nH]2)CC(c2ccccc2OC)CNC3=O)ccc1O (stereo unspecified) | ?
26 | Cc1ccc(-n2nc(C)c3c(C)c(CCC(=O)NCc4cccc(Cl)c4)c(C)nc32)cc1C | -55.7%
27 | O=C1CCN(C(=O)[C@@H]2CCCN2S(=O)(=O)c2ccc3c(c2)CCC3)CCCCCCN1 | 22.4%
28 | CC(C)COc1cc(=O)n2c(c1C(=O)NCCCN1CCOCC1)CCCCC2 | -10.4%
29 | O=C(c1[nH]c2ccccc2c1Sc1ccc(Cl)cc1)N1CCCCC1 | -23.0%
30 | O=S(=O)(Nc1ccc(-n2cnnn2)cc1)c1ccccc1F | 39.3%[activator]
31 | O=C(CSc1nnc2ccc(-c3ccc(Br)cc3)nn12)NCc1ccc2c(c1)OCO2 | -17.2%
32 | CCCCS(=O)(=O)CCCCCO | 5.1%
33 | Cc1ccc2nc(-c3ccc4ccccc4c3)cc(C(=O)O)c2c1 | ?
34 | CCC(Sc1nnc2c(=O)n(-c3cccc(OC)c3)ccn12)C(=O)Nc1c(C)cccc1C (stereo unspecified) | -2.9%
35 | CCc1cc(=O)n(CC(=O)Nc2ccc(C(C)=O)cc2)c(N2CCOCC2)n1 | 19.2%
36 | CN(C)C[C@H]1O[C@H](Cc2cc(-c3ccccc3)on2)CC[C@@H]1O | 43.0%[86.2 µM]
37 | COc1ccc(CCNC(=O)CCCn2nc(C)c3sc4ccccc4c3c2=O)c(OC)c1 | -42.2%
38 | CCc1nn(CC(=O)N2CCN(c3cccc(OC)c3)CC2)c(=O)c2cc3occc3n12 | -6.3%
39 | CCN(CC)S(=O)(=O)c1cccc(C(=O)Nc2sc3c(c2C#N)CCC(C)C3)c1 (stereo unspecified) | -3.6%
40 | CC(=O)Nc1ccc(NS(=O)(=O)c2ccc(-c3csc(C)n3)s2)cc1 | 5.1%
41 | CCc1cc(=O)oc2cc(OCC(=O)NCCCn3ccnc3)c(Cl)cc12 | ?
42 | Cc1ccc(C(=O)N2CCCN(Cc3ccncc3)C(c3ccccc3)CC(=O)NCC2)s1 (stereo unspecified) | ?
43 | CCN(CC)c1nc2ccccc2n(Cc2cccc(OC)c2)c1=O | ?
44 | CCC(C(=O)Nc1ccc(F)cc1F)n1nc(-c2ccc(C)cc2)ccc1=O (stereo unspecified) | 3.0%
45 | COC(=O)c1ccc(COC(=O)c2cc(C(C)=O)c[nH]2)cc1 | -10.9%
46 | COc1ccccc1C(=O)N[C@@H]1CN(c2ncccn2)C[C@H]1CN(C)C | ?
47 | Cc1ccccc1-c1cn(-c2ccccc2)c(=S)[nH]1 | ?
48 | C=CCNc1oc(/C=C/c2cccc(OC)c2)nc1C#N | i
49 | CCOc1ccccc1NC(=O)C(C)Oc1ccc(-n2cnnn2)cc1 (stereo unspecified) | -3.2%
50 | O=C(NCc1ccc(F)cc1)C1CCc2nnc(C3CCN(C(=O)Nc4ccc(Cl)cc4)CC3)n21 (stereo unspecified) | 20.7%[115 µM]
51 | Cn1c(=O)n(C)c2cc(N3CCOCC3)c(NC(=O)c3ccccc3Br)cc21 | 0.4%
52 | COc1cccc(-c2ccn[nH]2)c1 | -12.8%
53 | Cc1cc(Br)ccc1NC(=O)c1sc2ncn(Cc3ccccc3Cl)c(=O)c2c1C | 20.5%
54 | O=[S+]([O-])(c1ccccc1)N1CC2(COCCN(Cc3ccc(Cl)cc3)C2)C1 | -18.1%[86.2 µM]
55 | COc1ncccc1-c1cc2c(nc1-c1ccccc1)nc(C(=O)NCCN(C)C)n2C | 15.8µM*
56 | COc1ccc(C(CNC(=O)COc2ccc(Cl)c(C)c2)N2CCOCC2)cc1 (stereo unspecified) | ?
57 | N#CC1=C(N)Oc2c(oc(CO)cc2=O)C1c1ccccc1[N+](=O)[O-] (stereo unspecified) | -26.0%
58 | COc1cc(/C=C/c2ccc3cccc([N+](=O)[O-])c3n2)cc(OC)c1O | -6.5%
59 | C[S+](=O)([O-])N1Cc2ccccc2CC12CN(C(=O)c1ccc(C(F)(F)F)cc1)C2 | -6.9%
60 | CC(=O)Nc1ccc(NC(=O)c2ccc3nc[nH]c3c2)cc1 | 0.7%
61 | Cc1cc(=O)[nH]c(SCC(=O)NC2CCCc3ccccc32)n1 (stereo unspecified) | 5.3%
62 | CN(C)c1ccc(NC(=O)Cn2c(SCc3ccc(F)cc3)nc3cccnc32)cc1 | ?
63 | COc1cccc(C(=O)N2CCCCC2CCN2CCCCC2)c1 (stereo unspecified) | -8.3%
64 | CC(C)n1c(CNC(=O)C2CC(=O)N(c3n[nH]c4ccccc34)C2)nc2ccccc21 (stereo unspecified) | 4.1%
65 | FC(F)(F)c1ccc(CN2CC(Oc3ccc4c(c3)OCO4)C2)cc1 | -19.2%[115 µM]
66 | c1cncc(-c2nnc3n2CCN(CC2CC2)C3)c1 | 13.2%[149 µM]
67 | N#Cc1nc(-c2ccc(F)cc2)oc1NCc1ccc(Cl)cc1 | ?
68 | CCC(NC(=O)C1CCN(C(=O)/C=C/c2ccccc2)CC1)C12CC3CC(CC(C3)C1)C2 (stereo unspecified) | 18.0%
69 | CCOC(=O)C1CCCCN1Cc1cn[nH]c1-c1ccc(F)cc1F (stereo unspecified) | -8.5%
70 | COCCN1CC(C(=O)N(C)Cc2ccc(OC)c3ncccc23)CCC1=O (stereo unspecified) | ?
71 | CCOc1ccc(-c2c(C)nn3c(C)c(C(=O)NCc4cccc(OC)c4)cnc23)cc1OCC | ?
72 | CN(C)CC1(O)CCC2(CCN(C(=O)c3cccc(F)c3)CC2)CC1 | ?
73 | Cc1coc2c(C)c3oc(=O)c(CCC(=O)N(C)CC(=O)O)c(C)c3cc12 | ?
74 | COc1ccc(OC)c(C(=O)COC(=O)c2ccc(Cl)c(S(N)(=O)=O)c2)c1 | -6.4%
75 | Cc1ccc(/C=C/C(=O)OC(C)C(=O)c2ccc(C)c(C)c2)o1 (stereo unspecified) | ?

New compounds follow:
cpd | Compound | KDM5B inhibitor
76 | CO[C@H]1C(=O)N(C(C)C)[C@H]1C1CCN(C(=O)c2cccc3[nH]ccc23)CC1 | ?
77 | COCC(=O)NC[C@@H]1C=C(C)[C@H](CC(=O)N2CCCC2)C[C@H]1C(C)C | 8.9%[86.2 µM]
78 | CCN(CCCNC(=O)c1nn(-c2ccc(OC)cc2)c(=O)c2c1c1ccccc1n2C)c1cccc(C)c1 | -9.6%
79 | COc1ccc(OC2CN(C(=O)c3ccc(C)cc3)C2)cc1 | 27.8%[149 µM]
80 | Cc1ccc(CN2CCCCCNC(=O)[C@@H]3CCC[C@@H]32)o1 | ?
81 | CCCCc1noc(CSc2nnnn2-c2ccccc2OC)n1 | 9.3%
82 | CCNC(=O)c1cccnc1OC1CCN(C(=O)c2ccco2)C1 (stereo unspecified) | -17.0%
83 | N#Cc1cccc(C(=O)N2CCC(C(=O)N3CCCCCCNC(=O)CC3)CC2)c1 | 8.7%
84 | Cc1cccc(-c2nc3c4ccccc4nc(N4CCN(c5ccccc5F)CC4)n3n2)c1 | ?
85 | O=S1(=O)CCN(Cc2csc(-c3cccs3)n2)CC1 | -18.1%
86 | COc1ccc(CNC(=O)NCC23CCC=C2N(C)C(=O)CC3)cc1 (stereo unspecified) | -39.8%
87 | NC(=O)NCCC(=O)N1CCc2[nH]nc(-c3cccc4ccccc34)c2C1 | -18.7%
88 | Cc1ccc(C(=O)C(CC(=O)c2ccc(C)c(C)c2)S(=O)(=O)c2ccc(C)cc2)cc1 (stereo unspecified) | ?
89 | Cc1ccc(OCCSc2nc3cc(S(=O)(=O)N(C)C)ccc3o2)cc1 | 19.8%
90 | CS(=O)(=O)N1CCN(C(=O)c2cccs2)C[C@H]1C(=O)N[C@H]1CCCNC1=O | -19.9%[86.2 µM]
91 | CCN(CC)C(=O)Cn1cc(S(=O)(=O)CC(=O)N2CCCCCC2)c2ccccc21 | 37.6%[activator]
92 | O=C(O)C1CCc2nnc(C3CCN(C(=O)c4ccc(F)cc4)C3)n21 (stereo unspecified) | 11.3%[149 µM]
93 | CC(=O)Nc1ccc(C2(C(=O)NCc3cc(F)cc(F)c3)CCCCC2)cc1 | -5.6%
94 | O=[N+]([O-])c1cc(-c2nc(-c3ccccc3)no2)ccc1NCCc1ccccc1 | -12.8%
95 | Cc1noc(-c2ccc(OC(F)(F)F)cc2)c1C(=O)NC(C)CCc1ccccc1 (stereo unspecified) | -26.1%
96 | Cn1cc(C(=O)N2CCC3(CC2)CC(=O)N(CCCc2ccccc2)C3)cn1 | 6.6%
97 | O=C(NCc1cccnc1)C1CCN(c2nc(-c3ccccc3)nc3c2CCC3)CC1 | ?
98 | Cc1ccc(Nc2nc(NCC3CCCO3)nc3c2cnn3-c2ccccc2)cc1 (stereo unspecified) | -2.9%
99 | COc1ccc(-c2cc(N3CCCC(NC(=O)c4ccc5[nH]ccc5c4)C3)n[nH]2)cc1 (stereo unspecified) | ?
100 | O=C(NCCC1=CCCCC1)C1CCN(C(=O)N2CC3CC(C2)[C@H]2CCCC(=O)N2C3)CC1 (stereo partly specified) | -26.7%
101 | Cc1nc(-c2cccc(Cl)c2)sc1C(=O)N1CCN(Cc2ccc(C#N)cc2)CC1 | -10.1%
102 | Cc1cc(C)n2nc(CNC(=O)c3ccc(Cl)cc3)nc2n1 | -5.2%
103 | CCc1ccc(NC(=S)N(Cc2ccccc2)Cc2cccs2)cc1 | -16.6%
104 | Cc1cc(NC(=O)C2CCC(CNS(=O)(=O)c3ccc(Br)s3)CC2)ccc1Br (stereo unspecified) | 7.9%
105 | O=C(NCc1ccccc1)C(c1ccc(Cl)cc1)N(C(=O)c1csnn1)C1CC1 (stereo unspecified) | -1.4%
106 | Cc1ccc(C(CC(=O)N2CCC(C)CC2)c2cn(C)c3ccccc23)cc1 (stereo unspecified) | ?
107 | Fc1ccc(OCC2CCCN(c3ccc(Cn4ccnc4)cn3)C2)cc1 (stereo unspecified) | ?
108 | CC(C)c1nc(CCNC(=O)c2ccc(C3CCNC3)cc2)cs1 (stereo unspecified) | ?
109 | CCc1cc(N2CCOC(c3ccc4cc(OC)ccc4c3)C2)nc(C)n1 (stereo unspecified) | ?
110 | COc1ccccc1CN(C)C(=O)Cc1c(C)nc2ccccc2c1C | 10.3%
111 | CCCn1c(C)cnc1CC1CCN(C(=O)CC(C)C)C1 (stereo unspecified) | -4.1%
112 | CNCc1ccccc1OC(F)(F)F | ?
113 | N#Cc1nc(COc2ccc(Cl)cc2Cl)oc1NCc1ccco1 | ?
